JMJD2C inh – inhibitors of human GASC-1 (JMJD2C) demethylase. actives 0.069% (n = 330,000). GST-JMJD2C(1-420) H3K9me3 demethylation, DELFIA europium. Q9H3R0. inhibition, % at 2.35 µM. AID 2099;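 active means more than half of a compound's replicate wells show inhibition beyond 50%, single wells judged on their own value; inconclusive means some, but no more than half, of replicates pass 50% inhibition; inactive means no replicate passes 50% inhibition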;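 further: signal counts dimethyl H3K9 product captured on neutravidin plate; 0% = median of DMSO wells and 100% = 0.3 times that DMSO median; strong numbers were not always called active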
GRK2 inh – inhibitors of human GRK2 displacing RNA aptamer; actives 0.59% (n = 330,000); AID 488847; bead flow cytometry, FAM-aptamer displacement from GRK2; inhibition of aptamer binding, % at 10 µM;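 active means inhibition of aptamer binding above 40%, roughly 3 SD of noise, on plates passing a quality check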;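 further: median bead fluorescence of bound FAM aptamer so fluorescent compounds give negative values; no value below 0 was filed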
PP5 inh – blocks human protein phosphatase 5 activity. purified PP5c, OMFP substrate fluorescence. inhibition, % at 6.7 µM. actives 0.18% (n = 320,000). P53041. AID 1987;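 active means inhibition above the campaign's mean inhibition across all tested compounds plus 3 SD, cut at about 9.5% in these data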;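 further: 0% = DMSO only and 100% = 100 µM cantharidin control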
Target sequence (P53041 whole entry, looked up): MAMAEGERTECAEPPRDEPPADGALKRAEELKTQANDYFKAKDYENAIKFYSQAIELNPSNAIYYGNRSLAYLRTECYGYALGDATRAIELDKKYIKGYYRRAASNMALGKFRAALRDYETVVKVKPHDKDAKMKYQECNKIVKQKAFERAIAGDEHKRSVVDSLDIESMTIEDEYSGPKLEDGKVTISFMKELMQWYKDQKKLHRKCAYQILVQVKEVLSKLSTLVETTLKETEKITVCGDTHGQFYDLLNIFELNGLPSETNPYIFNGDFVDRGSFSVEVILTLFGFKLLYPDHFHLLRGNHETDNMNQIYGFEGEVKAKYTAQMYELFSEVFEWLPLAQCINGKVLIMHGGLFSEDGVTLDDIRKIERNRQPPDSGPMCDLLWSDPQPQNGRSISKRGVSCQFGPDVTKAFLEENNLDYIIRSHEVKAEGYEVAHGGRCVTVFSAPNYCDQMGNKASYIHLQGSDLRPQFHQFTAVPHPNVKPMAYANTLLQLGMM
Fh CTSL1 inh – blocks F. hepatica cathepsin L1 in PFM18AAP counter-screen; recombinant F. hepatica cathepsin L1, Z-Leu-Arg-MCA fluorescence; inhibition, % at 5.96 µM; actives 0.49% (n = 300,000); AID 1906;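 active means inhibition above the mean of all tested compounds plus 3 SD, set per screening campaign, cut at about 17% in these data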;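 further: 0% = plate median of test compound wells and 100% = 1 µM Z-Phe-Ala-diazomethylketone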
VLA-4 inh – inhibition in a human VLA-4 binding assay | VLA-4 expressing cells, ligand binding flow cytometry | inhibition, % (about 7 µM as worked out from the volumes in the protocol) | actives 0.2% (n = 330,000); in the data active means inhibition above about 50%
HCV core dimer – HCV core protein dimerization inhibition; TR-FRET GST/Flag-core106 dimerization, 1536-well; inhibition, % at 5 µM; actives 0.33% (n = 300,000); AID 1899;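 active means inhibition above the mean of all tested compounds plus 3 SD, set per screening campaign, cut at about 45% in these data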
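Assay system: Tagged HCV core106 pair (GST and Flag) | Buffer or medium: KF-containing HEPES buffer, pH 7.45, DTT, CHAPS, BSA | Also added: Eu donor and XL665 acceptor anti-tag antibodies | Dosing: One concentration, 5 µM, in 0.5% DMSO | Timing: 4 h at 22.5 °C | Technique: TR-FRET 671 and 617 nm emission | Repeats: Singlicate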
procasp7 counter – counter-screen for procaspase-3 activators: activators of human procaspase-7 | P55210 | recombinant procaspase-7, Ac-DEVD-pNA absorbance 405 nm; D23A/D198A/D206A triple mutant, cannot self-cleave; scale: DMSO 0, 5 µM enzyme 100 | activation, % at 8.5 µM | actives 0.093% (n = 330,000);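 active means percent activation above the screen-wide mean plus 3 SD, cut at about 25% in these data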
Target sequence (P55210 whole entry D23A/D198A/D206A): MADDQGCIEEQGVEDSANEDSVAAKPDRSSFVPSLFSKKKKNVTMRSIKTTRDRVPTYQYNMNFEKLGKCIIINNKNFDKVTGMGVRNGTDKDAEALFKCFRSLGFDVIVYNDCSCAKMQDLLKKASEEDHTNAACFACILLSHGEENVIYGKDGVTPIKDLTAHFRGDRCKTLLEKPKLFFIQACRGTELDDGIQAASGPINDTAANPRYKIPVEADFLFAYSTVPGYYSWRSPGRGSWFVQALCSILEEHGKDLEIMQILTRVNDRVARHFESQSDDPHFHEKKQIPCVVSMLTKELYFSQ
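System: Procaspase-7 triple mutant (PC-7 D3A); measure: % activation from two-timepoint absorbance difference, scaled to controls; times: 1 h compound preincubation, 2 h substrate cleavage, 25 °C; also added: Ac-DEVD-pNA substrate, 400 µM as added; measured by: Epi-absorbance of released pNA at 405 nm, two timepoints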
proCasp3 act – activators of human procaspase-3 | P42574 | recombinant procaspase-3 D3A, Ac-DEVD-pNA absorbance 405 nm | activation, % at 8.5 µM | actives 0.11% (n = 330,000);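 active means activation above the mean of all tested compounds plus 3 SD, cut at about 21% in these data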;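 further: 0% = DMSO alone and 100% = DMSO wells spiked with extra 5 µM PC-3 D3A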
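Assay system – Procaspase-3 D3A mutant · Benchmarks – DMSO low control, extra-enzyme high control · Technique – 405 nm absorbance of p-nitroaniline, reads at 0 and 120 min · Doses – 8.5 µM nominal · Measure – % activation between DMSO and enzyme-spiked controls · Also added – Ac-DEVD-pNA chromogenic peptide substrate · Schedule – 1 h compound preincubation, 2 h substrate hydrolysis at 25 °C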
PP1 inh – PP1-alpha (human) inhibition in PP5 counter-screen; purified PP1alpha, OMFP fluorescence; inhibition, % at 6.7 µM; actives 0.9% (n = 320,000); AID 2235;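 active means inhibition above the mean inhibition of all tested compounds plus 3 SD, computed separately for each screening campaign, cut at about 15% in these data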
Active calls of the source: *; ? = inconclusive; / = not tested or not shown; & = joins results of further samples. A portion of the library; rates above refer to the full screens.

SMILES	JMJD2C inh	GRK2 inh	PP5 inh	Fh CTSL1 inh	VLA-4 inh	HCV core dimer	procasp7 counter	proCasp3 act	PP1 inh
Clc1ccccc1CN1CCN(c2cccc3[nH]ccc23)CC1	-6	1	-0.4	5	7	-7	-11	-8	-3
Cc1ccc(N2C(=O)NC(=O)C3(Cc4ccccc4N4CCCC43)C2=O)cc1 (configuration not stated)	9	4	-3.6	3	-31	7	0	0	3
CC(C)OP(=O)(OC(C)C)C(O)c1cccnc1 (configuration not stated)	129	21	-1.5	1	-1	-11	4	-4	1
CCC(=O)N1CC(=O)Nc2ccc(Br)cc2C1c1ccccc1 (configuration not stated)	2	0	2.5	-2	15	-6	0	3	0
C#C[C@@]1(O)CCC2C3CCC4=C/C(=N/OCC(=O)NC(CCC(N)=O)C(=O)O)CC[C@]4(C)C3CC[C@@]21C (some centres not stated)	-6	1	1.9	-2	13	-3	10	4	-1
CCc1c(C)nc(N)nc1N1N=C1SCC(=O)OC	9	0	0.1	3	0	-5	1	-2	-2
CN(C)CCN=Cc1c(O)n(Cc2ccc3c(c2)OCO3)c(=S)[nH]c1=O	3	2	-3.3	0	-91	-2	3	-7	0
Cc1ccc(NP(=O)(Nc2ccc(C)cc2)Oc2ccccc2)cc1	13	0	1.7	3	-2	6	-2	5	-6
Cc1[nH]c2ccccc2c1C1=CCNCC1	?	4	-0.7	-12	-37	-1	-4	-8	1
O=C(Cc1ccc(Cl)c(Cl)c1)NCC1(N2CCOCC2)CCCCC1	-7	0	0.2	1	0	-5	0	1	2
COc1ccccc1CC1/C(=N/O)C2CCN1CC2 (configuration not stated)	-1	0	1.3	3	-192	-1	-1	2	-2
Cc1ccc(OCC(=O)NCCN2CCN(C(=O)COc3ccc(C)cc3)CC2)cc1	2&-4	1	0.4	0	10	0	8	-1	0
COP(=O)(OC)C(NC(C)=O)C(Cl)(Cl)Cl (configuration not stated)	0	1	0.3	3	1	3	6	2	0
CCCCn1c(N)c(C(=O)NCCN2CCOCC2)c2nc3ccccc3nc21	15	0	2.5	-2	5	1	0	3	-3
O=C(c1cc(S(=O)(=O)N2CCCCC2)ccc1F)N1CCC2(CC1)OCCO2	0	2	0.4	-5	23	-5	2	-8	-3
OC(CNCCc1c[nH]c2ccccc12)C(F)(F)F (configuration not stated)	34	0	-1.1	-4	20	-3	-4	-2	1
CNC(=O)Oc1ccc(-c2cn3cc(C)ccc3n2)cc1	2	1	0.8	2	0	2	-4	-10	-2
C=Cn1ccnc1P(=S)(c1cc(N(CC)CC)ns1)c1nccn1C=C	20	0	2.0	-2	11	-6	-1	-2	0
COCCn1c(-c2ccccc2)cc(C(=O)O)c1C	2	3	3.1	1	12	-1	-9	10	2
COc1ccc(CCn2c(O)c(/C=N/N3CCCCC3)c(=O)[nH]c2=O)cc1OC	-1	0	-0.8	-3	-1	-5	-7	1	2
C/C=C/CC1(CC)C(=O)NC(=S)NC1=O	-2	0	0.9	1	9	-4	6	11	0
O=C(c1c[nH]c2ccc(S(=O)(=O)N3CCOCC3)cc2c1=O)N1CCC2(CC1)OCCO2	8	31	0.7	2	1	-1	2	-4	-5
COc1cc(OC)c2c(c1)OCC1CON(C)C21 (configuration not stated)	0	0	-2.8	-1	1	3	6	3	-6
COC(=O)C1=C(c2ccc3ccccc3c2)C[C@@H]2CC[C@H]1N2C(=O)N1CCC(O)CC1	-1	0	-0.6	/	8	/	16	10	2
O=C(Cc1ccccc1)OCCNC(=O)c1cccnc1	1	0	1.5	2	10	3	2	3	1

Profiles from above.
COCCn1c(-c2ccccc2)cc(C(=O)O)c1C is listed as JMJD2C inh: 2; GRK2 inh: 3; PP5 inh: 3.1; Fh CTSL1 inh: 1; VLA-4 inh: 12; HCV core dimer: -1; procasp7 counter: -9; proCasp3 act: 10; PP1 inh: 2
O=C(Cc1ccc(Cl)c(Cl)c1)NCC1(N2CCOCC2)CCCCC1 is listed as JMJD2C inh: -7; GRK2 inh: 0; PP5 inh: 0.2; Fh CTSL1 inh: 1; VLA-4 inh: 0; HCV core dimer: -5; procasp7 counter: 0; proCasp3 act: 1; PP1 inh: 2

Only JMJD2C inh and PP5 inh, for some of the entries so far:
| Compound | JMJD2C inh | PP5 inh |
| --- | --- | --- |
| COc1cc(OC)c2c(c1)OCC1CON(C)C21 (configuration not stated) | 0 | -2.8 |
| COC(=O)C1=C(c2ccc3ccccc3c2)C[C@@H]2CC[C@H]1N2C(=O)N1CCC(O)CC1 | -1 | -0.6 |

Back to the main list with the five entries that preceded the break.
SMILES	JMJD2C inh	GRK2 inh	PP5 inh	Fh CTSL1 inh	VLA-4 inh	HCV core dimer	procasp7 counter	proCasp3 act	PP1 inh
C/C=C/CC1(CC)C(=O)NC(=S)NC1=O	-2	0	0.9	1	9	-4	6	11	0
O=C(c1c[nH]c2ccc(S(=O)(=O)N3CCOCC3)cc2c1=O)N1CCC2(CC1)OCCO2	8	31	0.7	2	1	-1	2	-4	-5
COc1cc(OC)c2c(c1)OCC1CON(C)C21 (configuration not stated)	0	0	-2.8	-1	1	3	6	3	-6
COC(=O)C1=C(c2ccc3ccccc3c2)C[C@@H]2CC[C@H]1N2C(=O)N1CCC(O)CC1	-1	0	-0.6	/	8	/	16	10	2
O=C(Cc1ccccc1)OCCNC(=O)c1cccnc1	1	0	1.5	2	10	3	2	3	1
CN1CCN(Cc2ccc(N)cc2)CC1	-30	0	-0.9	2	29	-1	14	3	-3
COCCOC(=O)C1=C(C)OC(N)=C(C(=O)OC)C12C(=O)Nc1ccccc12 (configuration not stated)	-1	0	2.6	-5	1	1	-6	7	-1
COc1ccccc1C1=NCc2nnc(C)n2-c2ccc(Cl)cc21	-1	0	-1.0	-2	12	-3	-5	0	1
CCN1CCN(C(=O)COc2ccc(S(=O)(=O)N3CCOCC3)cc2Cl)CC1	-4	1	-1.6	-4	6	-2	-7	7	2
COC(=O)C1=C(c2ccc(F)cc2F)C[C@@H]2CC[C@H]1N2C(=O)NCc1ccc(C(F)(F)F)cc1	3	2	8.4	/	-7	/	-1	-8	4
CC[N+](CC)(CC)CC	-16	2	1.5	-3	26	-6	-2	2	-5
O=S(=O)(c1ccc(O)cc1)c1ccc(O)cc1	0	2	2.2	-1	4	-8	-4	-3	0
Cc1cccc(NP(C)(=O)c2nc3c(s2)CCCC3)c1 (configuration not stated)	9	0	0.7	3	-1	-3	4	9	3
CN1C2CCC1CC(OC(=O)CCN1CCCC1)C2 (configuration not stated)	-1	0	1.3	-2	0	2	-4	1	-1
COC(=O)C1=C(c2cccc(C#N)c2)C[C@@H]2CC[C@H]1N2C(=O)N1CCC(O)CC1	3	5	-0.3	/	8	/	5	3	-2
CCC(C)c1ccc(N2C(=O)NC(=O)/C(=C/c3cccn3CCOc3ccc(C)cc3)C2=O)cc1 (configuration not stated)	2	6	0.9	-14	13	22	-3	-13	12
CCN(CC)P(=S)(c1c(C)nc2ccccn12)c1c(C)nc2ccccn12	10	0	0.9	-4	15	-4	-16	-15	-2
O=C(Nc1cccc(OC(=O)N2CCOCC2)c1)N1CCOCC1	0	0	1.9	-2	7	0	-6	-4	-1
COC1=CC(=O)[C@]2(C=C1OC)OC[C@@H]1Oc3c(ccc4c3C=CC(C)(C)O4)C(=O)[C@@H]12	-7	4	/	/	0	/	-5	-1	/
CCCCc1ncc(CN2CCCC(C(=O)c3ccc(SC)cc3)C2)[nH]1 (configuration not stated)	-6	0	-1.4	-3	-3	3	4	0	-6
Cn1c(=O)c2c(nc(N/N=C/c3c(O)n(C4CCCCC4)c(=S)[nH]c3=O)n2C)n(C)c1=O	?	1	3.7	0	-3	0	-4	-5	1
O=C(C(=O)N1CCOCC1)c1cn(Cc2ccccc2)c2ccccc12	3	7	-0.2	0	1	4	4	5	3
CCN(CC)c1ccc(/C=C2/C(=O)NC(=O)N(CC3CCCO3)C2=O)cc1 (configuration not stated)	-7	0	2.5	6	-10	-12	-6	-5	-7
C/C(=N\NC(N)=O)c1c(O)n(C)c(=O)n(C)c1=O	-7	0	-0.2	-3	16	0	12	3	-3
CC1(C)C(C(=O)N2CCN(c3ccc(Cl)cc3)CC2)C1(C)C	3	2	0.5	-4	9	4	-8	8	3
C=Cn1ccnc1P(=S)(c1ccc(N(C)C)cc1)c1nccn1C=C	9	0	2.7	-1	18	0	-1	-2	-2
C[n+]1c(-c2ccccc2)c2cc(N)ccc2c2ccc(N)cc21	8	36	1.9	31*	-213	-71	-6	5	8
C[N+]1(C)CCN(c2ccccc2)CC1	27	0	0.7	3	11	-1	0	-6	-5

Bioassay records as filed in PubChem.
